# Kir21 inh: blocks the mouse Kir2.1 inward-rectifier potassium channel | P35561 | HEK293-Kir2.1, FluxOR thallium flux fluorescence; hits give low values | B-score at 10 µM | actives 0.85% (n = 310,000);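 active means fluorescence ratio B-score at or below minus 3 SD of library scores, with starting-brightness B-score within 2 SD, cut at about -4.2 in these data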;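 further: channel flux triggered by added potassium and thallium sulfate stimulus; B-score of peak minus minimum fluorescence over baseline after thallium stimulus; more negative B-score means stronger Kir2.1 block with less thallium influx; some compounds called inactive have numbers as strong as hits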
# Target sequence (P35561 whole entry, looked up): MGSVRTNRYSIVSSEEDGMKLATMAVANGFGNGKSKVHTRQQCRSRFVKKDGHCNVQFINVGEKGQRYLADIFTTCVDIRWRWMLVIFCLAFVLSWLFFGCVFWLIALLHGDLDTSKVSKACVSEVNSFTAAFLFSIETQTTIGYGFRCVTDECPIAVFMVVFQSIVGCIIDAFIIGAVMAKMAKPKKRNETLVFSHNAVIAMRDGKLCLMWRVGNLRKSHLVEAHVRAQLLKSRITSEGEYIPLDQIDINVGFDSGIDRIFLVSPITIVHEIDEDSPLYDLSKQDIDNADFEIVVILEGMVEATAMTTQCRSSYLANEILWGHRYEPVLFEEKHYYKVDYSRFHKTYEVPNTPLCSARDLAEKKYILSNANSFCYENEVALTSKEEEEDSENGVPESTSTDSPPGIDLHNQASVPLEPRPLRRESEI
# CHT block: inhibits the human high affinity choline transporter; actives 0.86% (n = 310,000); Q9GZV3; CHT-expressing cells, membrane potential dye, choline response; hits give low values; B-score at 10 µM;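 active means B-score over 3 SD under the library average, and starting fluorescence ratio not unusually high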;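 further: choline stimulus applied at its EC90 after an EC20 pre-addition; B-score computed on integrated fluorescence ratio after choline addition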
# Target sequence (Q9GZV3 whole entry, looked up): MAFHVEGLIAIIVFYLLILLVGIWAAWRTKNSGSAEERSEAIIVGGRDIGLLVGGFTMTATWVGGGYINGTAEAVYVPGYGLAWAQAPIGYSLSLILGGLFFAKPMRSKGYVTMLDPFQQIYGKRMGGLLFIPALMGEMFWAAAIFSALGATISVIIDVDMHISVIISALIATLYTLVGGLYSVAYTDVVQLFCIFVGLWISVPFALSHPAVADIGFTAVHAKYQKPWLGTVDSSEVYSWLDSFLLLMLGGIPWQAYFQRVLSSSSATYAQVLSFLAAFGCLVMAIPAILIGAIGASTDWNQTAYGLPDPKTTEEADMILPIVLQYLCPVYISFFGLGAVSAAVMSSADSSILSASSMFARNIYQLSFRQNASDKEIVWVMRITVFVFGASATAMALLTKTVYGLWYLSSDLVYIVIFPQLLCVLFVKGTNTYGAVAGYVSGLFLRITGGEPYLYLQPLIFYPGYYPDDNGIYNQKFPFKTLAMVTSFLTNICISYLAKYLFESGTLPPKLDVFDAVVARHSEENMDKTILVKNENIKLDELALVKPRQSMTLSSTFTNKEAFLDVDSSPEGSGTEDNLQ
# Numbers without * were called inactive; i = inactive; x = not tested or not shown.
SMILES | Kir21 inh | CHT block
COc1ccc(CNCC(=O)Nc2cc(C)nn2-c2nc(C)cc(C)n2)cc1OC | -0.01 | i
CC(=O)C1=C(O)C(=O)N(Cc2ccccc2)C1c1cccs1 (stereo not given) | 1.24 | i
CCCn1c(=O)c(C(=O)NNC(=O)Cc2ccccc2)c(O)c2ccccc21 | -3.43 | i
N/C(COc1ccc(F)cc1)=N\NC(=O)c1cccnc1Oc1ccccc1 | 0.93 | i
COc1cc(SC)ccc1C(=O)N1CCc2ccccc21 | 0.44 | i
COc1ccc(/C=C/C(=O)OCC(=O)c2ccc(S(=O)(=O)N3CCCCC3)cc2)cc1OC | 0.46 | i
CCn1c(SCc2nnc(-c3ccccc3)o2)nnc1-c1ccc(S(=O)(=O)N2CCCC2)cc1 | -1.97 | i
C/C(CC(=O)Nc1cccc(C(F)(F)F)c1)=N\NC(=O)Cc1ccccc1 | 0.39 | i
COc1ccc(C(=O)NC(C)C2CC3CCC2C3)cc1 (stereo not given) | 1.19 | i
O=C1c2cccc3cc([N+](=O)[O-])cc(c23)C(=O)N1c1nncs1 | 0.81 | i
CC(=O)Nc1ccccc1C(=O)C(=O)Nc1cccc(Br)c1 | -1.11 | i
C=CCN1CCN(C(=O)CCc2ccccc2)CC1 | 0.45 | i
O=C1CCCCC1C(Nc1ccc(Cl)cc1)c1ccccc1 (stereo not given) | 0.7 | i
COc1cccc(C(=O)C2CCCN(Cc3cccn3-c3cccnc3)C2)c1 (stereo not given) | -2.09 | i
CCC(=O)N/N=C(\C)CC(=O)Nc1ccccc1-c1ccccc1 | 0.77 | i

# Reprinted from the part before: 3 compounds; new compounds follow.
SMILES | Kir21 inh | CHT block
O=C1CCCCC1C(Nc1ccc(Cl)cc1)c1ccccc1 (stereo not given) | 0.7 | i
COc1cccc(C(=O)C2CCCN(Cc3cccn3-c3cccnc3)C2)c1 (stereo not given) | -2.09 | i
CCC(=O)N/N=C(\C)CC(=O)Nc1ccccc1-c1ccccc1 | 0.77 | i
CCOC(=O)/C(C#N)=C/c1cc(C)n(-c2ccc(Br)cc2)c1C | -1.69 | i
Cc1ccc(NC(=O)C(NCc2ccccn2)c2ccccc2)cc1 (stereo not given) | 0.04 | i
CCOc1ccccc1NC(=O)CN1CCC(C(=O)c2ccc(F)cc2)CC1 | -0.13 | i
O=C(N/N=C/c1cccc(Oc2ccccc2)c1)c1ccc(O)cc1O | 2.4 | i
O=C(NNC(=O)c1ccc(Cl)c(Cl)c1)c1ccncc1 | 1.2 | i
CC(CCc1ccccc1)NC(=O)C1CCN(S(=O)(=O)N2CCOCC2)CC1 (stereo not given) | -0.58 | i
Cc1cc(SCC(=O)N/N=C/c2ccc(O)c(O)c2O)c(C)cc1Br | -0.48 | i
CCOC(=O)C1=C(C)N(C)C(C)=C(C(=O)OCC)C1c1ccccc1 | -1.8 | i
CSc1nnc(-c2cc[n+](C)cc2)n1CCO | 0.82 | i
COc1ccc(-n2nc(C(=O)N(C)C3CCCCC3)c3ccccc3c2=O)c(OC)c1 | -1.32 | i
Cc1ccc(C2(C)NC(=O)N(CC(=O)Nc3cc(S(=O)(=O)N(C)C)ccc3C)C2=O)cc1 (stereo not given) | 0.85 | i
CCOc1ccc(N(C)Cc2cc(=O)oc3ccc(OC)cc23)cc1 | 0.73 | i
O=C(NCC1CCCN(Cc2nccs2)C1)c1cccc2ccccc12 (stereo not given) | 0.03 | i
O=C(Nn1cnnc1)c1ccccc1Cl | 0.11 | i
CN1C(=O)/C(=C2\SC(N3CCCCCC3)=NC2=O)c2ccccc21 | 0.03 | i
O=C(NC1CS(=O)(=O)CC1NCc1ccco1)c1ccccc1 (stereo not given) | -0.17 | i
Clc1cccc(N2CCN(CCNc3nc4ccccc4n4cnnc34)CC2)c1 | 1.65 | i
COc1ccc(CCNC(=O)CC(c2ccccc2)c2cccc(C)c2O)cc1OC (stereo not given) | -0.8 | i
CCCOc1ccc(N/C=C/C(=O)c2cc(OC)c(OC)c(OC)c2)cc1 | 1.4 | i
COc1ccc(CC(=O)NNC(=S)Nc2ccccc2)cc1Br | -0.06 | i
COc1ccc(CCC(=O)NC2CCCN(Cc3ccc(Cl)cc3)C2)cc1OC (stereo not given) | -1.48 | i
CCOc1ccccc1NC(=O)C1CCN(S(=O)(=O)c2cccc3cccnc23)CC1 | 0.1 | i
Nc1c(-c2ccc(Cl)cc2)nnn1-c1ccccc1 | 0.01 | i
O=C(COc1ccc(C(=S)N2CCOCC2)cc1)N1CCCC1 | 0.06 | i
O=Cc1cccnc1SCc1ccccc1 | 0.89 | i
COc1ccc(C(=O)NNC(=O)C(Cc2ccc(O)cc2)NC(=O)c2ccccc2NC(=O)c2ccc(OC)cc2)cc1 (stereo not given) | -1.62 | i
OC1CCN(c2c3c(nc4cc(-c5ccc(Cl)cc5)nn24)CCC3)CC1 | 0.05 | i
Cn1c(N)c(C(=O)COC(=O)CC2CC3CCC2C3)c(=O)n(C)c1=O (stereo not given) | 1.26 | i
CCOc1ccc(S(=O)(=O)NCCC(=O)NCC(c2ccc(F)cc2)N2CCOCC2)cc1 (stereo not given) | -0.78 | i
CC(=O)Nc1ccc(NC(=O)C(C)OC(=O)c2ccc3c(c2)OCCO3)cc1 (stereo not given) | -0.15 | i
CCOC(=O)CCc1c(C)c2ccc(OCc3cc([N+](=O)[O-])ccc3OC)cc2oc1=O | 0.1 | i
CCn1c(C)c(C(C)=O)c(N2CCN(C(c3ccccc3)c3ccccc3)CC2)nc1=S | 0.76 | i
CC(=O)NN1C(=O)/C(=C2/Sc3ccc(Cl)cc3N2C)SC1=S | -0.62 | i
CCOC(=O)C1=C(Cc2ccc(C)cc2)C(=O)c2ccccc2C1=O | -0.29 | i
CC(=O)c1cc(F)c(N2CCCCCC2)cc1C | 0.9 | i
N#C/C(=C(/O)c1ccc(-c2cccc([N+](=O)[O-])c2)o1)c1nc2ccccc2s1 | 1.79 | x
O=C1Nc2cc(C(=O)N3CCN(c4ccccc4F)CC3)ccc2NC1CSCc1ccccc1F (stereo not given) | 0.96 | i
Cn1c(SCc2ccc(Cl)cc2)nnc1-c1ccc2nonc2c1 | -0.01 | i
CC(C)Cc1nnc(NC(=O)CCC(=O)N2CCN(Cc3ccccc3)CC2)s1 | 1.07 | i
COc1ccc(OC)c(-c2cc(C(=O)NCCN3CCOCC3)no2)c1 | 0.75 | i
Cc1cccc(C)c1NC(=O)CN(C)C(=O)/C=C/c1cccs1 | 1.43 | i
O=C(COc1ccc2c(-c3ccccc3)cc(=O)oc2c1)Nc1ccc(CN2CCOCC2)cc1 | 0.68 | i
Cc1cc(C(=O)N2CCCC(CNS(=O)(=O)c3cccs3)C2)nn1C (stereo not given) | 0.06 | i
C=CCN(c1ccc(C(=O)Nc2ccc3c(c2)OCO3)cc1)S(C)(=O)=O | -1.22 | i
COc1ccc(NS(=O)(=O)c2cc(NC(=O)C3CC3)ccc2N2CCCCC2)cc1 | -1.13 | i
CCOC(=O)C1CCN(S(=O)(=O)c2ccc3c(c2)NC(=O)C(C)C(=O)N3)CC1 (stereo not given) | 0.07 | i
O=C(Nc1ncc([N+](=O)[O-])s1)c1ccccc1Br | -0.62 | i
Cn1nc(C(=O)N2CCOCC2)c([N+](=O)[O-])c1C(=O)N1CCOCC1 | 0.02 | i
CCC(=O)Nc1ccc(-c2ccc(N3CCN(C)CC3)nn2)cc1 | 2.16 | i
COC(=O)c1[nH]c(=O)c2ccccc2c1OCc1ccccc1 | 0 | i
c1ccc(N2CCN(c3nc4cc5c(cc4s3)OCCO5)CC2)cc1 | -0.63 | i
N/C(=N\OC(=O)CCN1C(=O)c2ccccc2C1=O)c1ccccn1 | -0.16 | i
COC(=O)c1ccc(NC(=S)NC2CCCCC2)cc1 | -0.08 | i
COCc1cc(C)nc2sc(C(=O)Nc3cccc(OC)c3)c(N)c12 | -0.84 | i
COc1ccc(-c2nn(-c3ccccc3)cc2/C=N/NC(=O)c2cccc(S(=O)(=O)Nc3ccccc3Cl)c2)cc1 | -0.85 | i
O=C(COC(=O)CCC1CCCC1)Nc1ccc(Cl)cn1 | -0.4 | i
Cc1ccccc1NS(=O)(=O)c1ccc(C(=O)NCCCN2CCOCC2)cc1 | 0.77 | i
Cc1ccn2c(CN(C)CCn3nc(C)cc3C)c(C(=O)N3CCCCCC3)nc2c1 | -1.07 | i
O=C(NCCN1CCOCC1)/C(=C\c1ccccc1F)NC(=O)c1ccccc1 | 1.25 | i
COc1ccc(N(C)C(=O)C2CCN(S(=O)(=O)c3cccc4nonc34)CC2)c(OC)c1 | 0.14 | i

# Four records drawn at random from those above, as already listed:
SMILES | Kir21 inh | CHT block
Cc1ccccc1NS(=O)(=O)c1ccc(C(=O)NCCCN2CCOCC2)cc1 | 0.77 | i
O=C(COC(=O)CCC1CCCC1)Nc1ccc(Cl)cn1 | -0.4 | i
O=C(NCCN1CCOCC1)/C(=C\c1ccccc1F)NC(=O)c1ccccc1 | 1.25 | i
COCc1cc(C)nc2sc(C(=O)Nc3cccc(OC)c3)c(N)c12 | -0.84 | i

# Next part:
SMILES | Kir21 inh | CHT block
Cc1nn(-c2ccccc2)c(Cl)c1C(=O)N(C)c1nc(-c2ccc(F)cc2)cs1 | 0.93 | i
O=C(Oc1ccc(N(C(=O)c2ccncc2)S(=O)(=O)c2cccs2)cc1)c1ccncc1 | 0.93 | i
CN(C)CCn1c2c(c(SCC(=O)N3CCc4ccccc43)nc1=O)CCCC2 | -0.29 | i
CC(=O)c1ccc(NS(=O)(=O)Cc2ccc(Cl)cc2)cc1 | -0.48 | i
COC(=O)c1c(-n2c(C)cc(C=O)c2C)sc2c1CCCC2 | -0.83 | i
CCCCCCC(C)n1[nH]c(=O)c2c(C)cc(=O)[nH]c21 (stereo not given) | -0.41 | i
COc1cc2nc(C3CCC3)n(NC(=O)c3ccco3)c(=O)c2cc1OC | -0.54 | i
COc1ccc(OC)c(S(=O)(=O)NCC(c2ccco2)N2CCc3ccccc3C2)c1 (stereo not given) | -0.01 | i
CCOC(=O)CCc1c(C)n(CC)c2cc(-c3ccccc3OC)nn2c1=O | -0.96 | i
Cc1cccc(NC(=O)Cn2nc(-c3cccs3)ccc2=O)c1C | -0.99 | i
COc1ccc(N2CCN(c3ccnc4cc(Cl)ccc34)CC2)cc1 | 0.06 | i
CN1CCc2nc(SCc3ccc(C(C)(C)C)cc3)c(C#N)cc2C1 | 0 | i
CCOCCn1c(SC)nc2c1c(=O)[nH]c(=O)n2C | 1.63 | i
COc1ccc(NC(=O)C2C(=O)N(C)C3(C)CC2c2ccccc2O3)cc1 (stereo not given) | -2.49 | i
Cn1cc(CCNC(=O)CC2C(=O)NCCN2CC(c2ccccc2)c2ccccc2)cn1 (stereo not given) | -1.31 | i
CCCCc1cc2c(s1)CCCC/C2=N/O | 1.87 | i
CCOc1ccc(CCn2c(-c3ccco3)nc3ccccc3c2=O)cc1OCC | -0.19 | i
COC(=O)c1cccc(N2C(=O)C3CC=CCC3C2=O)c1 (stereo not given) | 1.15 | i
Cc1cccc(CN2CCC(N3CC(C)OC(C)C3)CC2)c1 (stereo not given) | 0.42 | i
N#Cc1cc(N)c(Nc2ccccc2)cc1C#N | 2.5 | i
N#Cc1c(-c2ccccc2)ccnc1N1CCOCC1 | 1.59 | i
COc1ccc(OC)c(NC(=O)CCNC(=O)Cn2cnc3ccccc3c2=O)c1 | -1.03 | i
Cn1c(N2CCCCC2)nc2c1c(=O)n(Cc1cccc(Br)c1)c(=O)n2C | -1.27 | x
Cc1ccccc1OCC(=O)OCC(=O)NCc1cccs1 | -0.67 | i
C/C(=N\NC1=N[C@H]2CS(=O)(=O)C[C@H]2S1)c1ccccc1 | 0.48 | i
Cc1ccc(C)c(S(=O)(=O)NCC(c2ccc3c(c2)OCO3)N2CCOCC2)c1 (stereo not given) | 1.36 | i
O=C1[C@@H]2[C@H](C(=O)N1Cc1ccco1)[C@H]1C=C[C@@H]2C1 | -2.3 | i
Cc1cc(Cl)ccc1OCCCC(=O)N1CCN(C(=O)c2ccco2)CC1 | 1.94 | -5.3*
O=C(CCCn1c(SCC(=O)NCC2CCCO2)nc2ccccc2c1=O)NCc1ccccc1 (stereo not given) | -0.43 | i
Cc1ccc(C(=O)NC(=S)NCc2cccnc2)c(C)c1 | 2.36 | i

# Structures listed above that bear a hit mark in CHT block:
SMILES | Kir21 inh | CHT block
Cc1cc(Cl)ccc1OCCCC(=O)N1CCN(C(=O)c2ccco2)CC1 | 1.94 | -5.3*

# Next results.
SMILES | Kir21 inh | CHT block
CCCCS(=O)(=O)N1CCC(C(=O)Oc2ccccc2OC)CC1 | -0.31 | i
Cc1ccc(-c2nnc3ccc(SCC(=O)Nc4cc(C)on4)nn23)cc1 | -0.06 | i
CCCC(=O)Nc1nnc(-c2cccc(OCC)c2)s1 | 0.28 | i
O=C(COC(=O)c1ccc([N+](=O)[O-])o1)Nc1cccc2ccccc12 | -2.56 | i
O=C(Nc1cc(S(=O)(=O)N2CCOCC2)ccc1OCC(F)(F)F)C1=COCCO1 | 0.75 | i
CC1CC(C)CN(c2cc3c(cc2[N+](=O)[O-])C(=O)N(c2ccccc2)C3=O)C1 (stereo not given) | -0.04 | i
CCc1nc(N)c(C#N)c(-c2ccccc2OC)c1C | -1.17 | i
O=C(Nc1nc2ccccc2n1CCN1CCCCC1)C1CCCCC1 | -0.17 | i
CC(C)(C)c1ccc(-c2ncccc2O)cc1 | 0.33 | i
O=C(O)C1(c2ccccc2)CCN(S(=O)(=O)c2ccccc2)CC1 | -0.99 | i
Cc1cc(NC(=O)Nc2ccc(Cl)cc2)n(C)n1 | 0.49 | i
O=C(NCCc1ccccc1)c1cnc2sccn2c1=O | 0.58 | i
Cc1ccc(S(=O)(=O)Nc2ccc(NC(=O)CN3CCCCC3)cc2)cc1 | -0.48 | i
O=C(CSc1ccc(-c2ccncc2)nn1)N1CCN(c2ccccc2)CC1 | 0.54 | i

# This is a random part of the collection; overall some 1.6% were active at least once.
